# Screening results deposited in PubChem by The Scripps Research Institute Molecular Screening Center.
# OX1R antag-1 – blocks the human orexin 1 receptor; O43613; OX1R-expressing cells, FRET antagonist read-out; inhibition, % at 6.6 µM; 330,000 tested, 1.8% active; AID 485270; in the data active = inhibition mostly above about 38%, no sharp cut-off; inactive = mostly below about 40%;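 note: 0% = agonist challenge alone and 100% = reference antagonist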
# Target sequence (O43613 whole entry, looked up): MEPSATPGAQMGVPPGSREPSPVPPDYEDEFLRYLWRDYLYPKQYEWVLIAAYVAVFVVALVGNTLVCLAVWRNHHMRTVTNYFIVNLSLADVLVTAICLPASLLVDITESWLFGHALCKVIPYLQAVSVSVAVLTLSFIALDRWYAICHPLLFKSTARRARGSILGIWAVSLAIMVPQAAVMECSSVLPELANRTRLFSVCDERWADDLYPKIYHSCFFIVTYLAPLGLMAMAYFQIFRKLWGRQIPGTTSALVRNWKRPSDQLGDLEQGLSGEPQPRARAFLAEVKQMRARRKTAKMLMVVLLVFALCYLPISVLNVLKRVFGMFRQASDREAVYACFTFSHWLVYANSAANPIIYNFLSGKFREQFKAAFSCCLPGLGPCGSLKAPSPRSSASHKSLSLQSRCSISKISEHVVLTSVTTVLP
# OX1R antag-2 – antagonists of human orexin 1 receptor. CHO/OX1R cells, Fluo-8 calcium fluorescence, orexin A. O43613. inhibition, % at 5 µM. 330,000 tested, 0.43% active. AID 434989;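 active = inhibition above its plate's threshold, mean inhibition of all tested compounds on the plate plus 3 SD, cut at about 37% in these data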;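 note: 0% = orexin A challenge wells and 100% = SB-334867-A antagonist wells; not every result past the cut was called active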
# * hit, by the source's call.
# Every second line gives: OX1R antag-1	OX1R antag-2
- COC(=O)CCC(=O)Nc1sc(C)c(C)c1C(N)=O
    6	-10
- O=C(O)c1ccc(S(=O)(=O)c2ccc3c(c2)C(=O)N(CC2CCCO2)C3=O)cc1 (stereo unspecified)
    42	-2
- Cc1cc2ncn(CC(O)COc3cccc(C(=O)O)c3)c2cc1C (stereo unspecified)
    16	-3
- O=C(c1ccc(Cl)cc1)N1CCCC(C(=O)N2CCc3ccccc3C2)C1 (stereo unspecified)
    11	-38
- CC1=NC(C)(C)Cc2ccccc21
    12	-14
- CCOc1ccc(Br)cc1S(=O)(=O)Nc1ccc(Cl)c(S(=O)(=O)N(CC)c2ccccc2)c1
    13	-25
- COc1ccccc1-c1nnc(NC(=O)c2ccc(S(=O)(=O)N3CCCC3)cc2)o1
    4	-21
- CC(C)CC1NC(=O)c2cc(Cl)ccc2-n2c1nc1ccc(F)cc1c2=O (stereo unspecified)
    12	-4
- Nc1nonc1-n1nnc(C(=O)N/N=C/c2cccc(F)c2)c1-c1ccccc1
    18	-20
- O=C(Nc1nc(-c2cc3ccccc3oc2=O)cs1)c1ccco1
    14	-18
- CNC(=O)c1nc(C)c(C2(C)CC(c3ccccc3)=NO2)s1 (stereo unspecified)
    17	-11
- CCOC(=O)C1(CCOc2ccccc2)CCN(Cc2cnc(SC)nc2)CC1
    11	-24
- CC(=O)c1ccc(N2CCN(S(=O)(=O)c3cc4c(cc3C)NC(=O)CO4)CC2)cc1
    11	2
- CCCCNC(=O)c1ccc(Cn2c(=S)[nH]c3c([nH]c4ccc(OC)cc43)c2=O)cc1
    11	-9
- COc1cccc(CNC(=O)CN2C(=O)COc3ccc(S(=O)(=O)N4CCCCCC4)cc32)c1
    17	-16
- CCOC(=O)N1CCN(c2c(NCCOC)c(=O)c2=O)CC1
    8	2
- Cc1[nH]c(=O)[nH]c(=O)c1S(=O)(=O)N1CCCC1
    9	-15
- CCOC(=O)c1nnn(-c2nonc2N)c1COc1cc(C)c(Cl)c(C)c1
    6	4
- COn1c(SCc2ccccc2)nc2ccccc2c1=O
    18	-6
- Cc1ccccc1NC(=O)c1c(C)cc(=O)oc1C
    3	-22
- CCN(CC(=O)Nc1ccccc1OC)C(=O)c1cc(-c2ccccc2)nn1-c1ccccc1
    21	-27
- O=C(Nc1c2c(nn1-c1cccc(Cl)c1)CS(=O)(=O)C2)c1cccs1
    3	-10
- Cc1[nH]n(-c2ccc([N+](=O)[O-])cc2)c(=O)c1C=NCCN1CCN(C(=O)c2ccccc2F)CC1
    16	-22
- Cc1cccc(N2CCN(C(=O)c3cc(S(=O)(=O)N4CCCC4)cn3C)CC2)c1C
    13	-32
- Cc1ccc(N(CCC(=O)N2CCOCC2)S(=O)(=O)c2ccccc2)cc1
    1	-33
- COc1ccccc1NC(=O)COc1ccccc1C(=O)c1cnn(-c2ccccc2)c1
    32	-14
- CCOc1ccc(S(=O)(=O)N2c3ccccc3CC2C)cc1 (stereo unspecified)
    11	-2
- O=C(COc1nsnc1N1CCOCC1)Nc1cccc(Cl)c1
    4	1
- CC(=O)Nc1ccc(S(=O)(=O)NCC(=O)OCC(=O)NC(=O)C2CCCCC2)cc1
    17	-5
- CCOc1ccc(NC(=O)CSc2nc3ccccc3nc2N2CCOCC2)cc1
    9	-10

# 3 of the compounds above, with each value named.
Molecule: COC(=O)CCC(=O)Nc1sc(C)c(C)c1C(N)=O
  OX1R antag-1: 6
  OX1R antag-2: -10

Molecule: O=C(O)c1ccc(S(=O)(=O)c2ccc3c(c2)C(=O)N(CC2CCCO2)C3=O)cc1 (stereo unspecified)
  OX1R antag-1: 42
  OX1R antag-2: -2

Molecule: Cc1cc2ncn(CC(O)COc3cccc(C(=O)O)c3)c2cc1C (stereo unspecified)
  OX1R antag-1: 16
  OX1R antag-2: -3

# Single entries from above:
# Value for COc1cccc(CNC(=O)CN2C(=O)COc3ccc(S(=O)(=O)N4CCCCCC4)cc32)c1 in OX1R antag-2: -16
# Value for COc1ccccc1NC(=O)COc1ccccc1C(=O)c1cnn(-c2ccccc2)c1 in OX1R antag-2: -14

# Following part:
# Every second line gives: OX1R antag-1	OX1R antag-2
- CN1CCN(c2ccc(NC(=O)N3CCc4ccccc43)cc2)CC1
    10	0
- O=c1c2c3c(sc2n2cnnc2n1CCc1ccccc1)CCCC3
    18	-21
- CCN(Cc1ccncc1)C(=O)c1ccc(Br)o1
    -5	-1
- Cc1cc(C)n(/N=C/c2cccc([N+](=O)[O-])c2)c(=O)c1
    9	-15
- CC1CCN(C(=O)c2ccc3c(c2)OCO3)CC1
    11	-7
- COc1cc(/C=N/OCC(=O)NC23CC4CC(CC(C4)C2)C3)ccc1OCc1ccccc1
    8	-48
- O=C(c1cnn2c(C(F)F)cc(-c3ccccc3)nc12)N1CCc2ccccc21
    4	-1
- COc1ccc2nc(NC(=O)CSc3nc4ccccc4o3)sc2c1
    23	-6
- Nc1ncnc2c1ncn2[C@@H]1O[C@H](CNCc2ccc(OCC(=O)Nc3ccccn3)cc2)[C@@H](O)[C@H]1O
    2	-3
- Cc1cccc(NC(=O)CSCC(=O)N2CCN(c3cccc(C(F)(F)F)c3)CC2)c1
    30*	20
- CCOC(=O)c1c(S(=O)(=O)NCC2CCN(Cc3cccc(F)c3)CC2)c(C)n(C)c1C
    5	-23
- CCOC(=O)NN1C(=O)c2ccccc2NC1c1ccc(OC)cc1 (stereo unspecified)
    0	-7
- COc1cc(OC)c(C(=O)OCC(=O)N2CC(=O)Nc3ccccc32)cc1OC
    16	-4
- COc1ccc(C(=O)NNC(=O)Nc2ccc(C)cc2)cc1
    15	-1
- CC1CCCN(C(=O)C(Cc2ccccc2)n2cccc2)C1 (stereo unspecified)
    5	-35
- O=C(CSc1ccccc1Cl)NC1CCCc2ccccc21 (stereo unspecified)
    28	-33
- COc1ccccc1NC(=O)Nc1ccc2[nH]c(=O)[nH]c2c1
    18	-8
- Cc1cccc(CC(=O)Nc2ccc(C(=O)N3CCOCC3)cc2)c1
    22	8
- Cc1cc(C(F)(F)F)nn1CC(=O)N1CCCC1
    5	2
- COc1ccc(C(=O)Nc2nc3ccc(S(C)(=O)=O)cc3s2)cc1OC
    16	-33
- CC(C)(C)[C@@H]1C=C(C(=O)N2CCN(Cc3ccccc3)CC2)O[C@H](OCCCCO)C1
    2	-18
- COc1ccc(NC(=O)c2ccc3c(=O)n(Cc4ccco4)c(=S)[nH]c3c2)c(OC)c1
    18	-10
- CCCc1cc(=O)oc2cc(C)cc(OC(C)C(=O)NCC(O)c3ccccc3)c12 (stereo unspecified)
    23	-22
- O=C(CSc1ncccn1)N1CCCc2ccccc21
    1	-12
- Cc1cccc(NC(=O)C2(c3ccccc3)CC2(Cl)Cl)c1 (stereo unspecified)
    18	3
- OCCC1CN(Cc2cn[nH]c2C2CCCCC2)CCN1C1CCCCC1 (stereo unspecified)
    12	-18
- Cc1nn(Cc2ccccc2Cl)c(C)c1C(=O)N1CCN(c2ccccc2)CC1
    16	-18
- O=C1C2CC=CCC2C(=O)N1Cc1ccccc1Cl (stereo unspecified)
    -5	-26
- CCOc1ccc2nc(C(=O)N3CCCC(C)C3)sc2c1 (stereo unspecified)
    18	-8
- O=C(c1cnccn1)N1CCN(c2ccccc2)CC1
    13	-3

# 2 entries drawn at random from the list so far, as already listed:
# Every second line gives: OX1R antag-1	OX1R antag-2
- CCOc1ccc2nc(C(=O)N3CCCC(C)C3)sc2c1 (stereo unspecified)
    18	-8
- Cc1nn(Cc2ccccc2Cl)c(C)c1C(=O)N1CCN(c2ccccc2)CC1
    16	-18

# Remaining list, next part:
# Every second line gives: OX1R antag-1	OX1R antag-2
- CCN(Cc1ccccc1)S(=O)(=O)c1cc(C(=O)c2c(N)n(C)c(=O)n(C)c2=O)ccc1OC
    29	-8
- CC1=NN(c2cccc(Cl)c2)C(=O)C1
    8	-4
- CC(C)COc1nc2c(c(=O)n(C)c(=O)n2C)n1C
    5	-17
- C[C@@]1([C@@H](NC(=O)c2cccs2)c2ccc(-c3ccccc3)cc2)C[C@H]1C1CCCCC1
    17	-24
- O=[N+]([O-])c1cccc(-c2nc3ccccc3s/c2=N/O)c1
    24	12
- Cc1cccc(NC(=O)C2CCCN(S(=O)(=O)c3c(C)nn(C)c3C)C2)n1 (stereo unspecified)
    20	1
- COCCn1c(=S)[nH]c2cc(C(=O)N3CCCC(C)C3)ccc2c1=O (stereo unspecified)
    1	1
- CCN1C(=O)[C@H]2[C@@H](c3ccc(-c4ccc(OC)cc4)c(OC)c3)N3CCCC[C@@]3(C(=O)OC)[C@H]2C1=O
    8	-21
- Cc1cccc(NC(=O)c2cccc(N3C(=O)C4C5CCC(C5)C4C3=O)c2)c1C (stereo unspecified)
    7	-26
- CCc1nnc(NS(=O)(=O)c2ccc(NC(=S)NC(=O)/C=C/c3ccccc3)cc2)s1
    15	-16
- COc1ccccc1NS(=O)(=O)c1ccc(C)c(C(=O)NCC2(N(C)C)CCCCC2)c1
    -1	-9
- O=C(Cc1ccccc1[N+](=O)[O-])N/N=C/c1cccnc1
    19	-2
- O=C(Cn1nc([N+](=O)[O-])nc1Br)NC1CCCCC1
    31	11
- C[C@H](NC(=O)OC(C)(C)C)C(=O)N/N=C/C1=Cc2ccccc2OC1
    12	-5
- CCCS(=O)(=O)c1nc(S(=O)(=O)c2ccc(C)cc2)c(NCCN2CCOCC2)s1
    35	16
- Cc1cc(C)c(S(=O)(=O)NCCSCc2ccco2)c(C)c1
    10	7
- O=C(OCCOCCN=C1NS(=O)(=O)c2ccccc21)c1ccccc1Br
    17	-10
- CCC1CCCCN1CCCNC(=O)Cn1ncc2c(C)n(Cc3ccccc3Cl)c(C)c2c1=O (stereo unspecified)
    10	-17
- O=C(CSc1nnc(Cc2ccccc2)o1)Nc1ccc(Br)cn1
    2	-11
- O=C(CC1SC(N2CCOCC2)=NC1=O)Nc1ccccc1F (stereo unspecified)
    -2	1
- CCOC(=O)CN1C(=O)S/C(=C/c2cc(C)n(-c3ccccn3)c2C)C1=O
    30	-30
- COC(=O)C1=C(C)NC(=O)C1(NC(=O)c1cccnc1)C(F)(F)F (stereo unspecified)
    13	-25
- N#C/C(=C/c1ccc(-c2cc([N+](=O)[O-])ccc2Cl)o1)C(N)=O
    54*	14
- CC(=O)N1c2ccc(N=Cc3cc(Br)cc(Br)c3O)cc2CC1C (stereo unspecified)
    -3	-5
- COc1ccc(OCC(=O)Nc2sc3c(c2C(=O)NCC2CCCO2)CCC3)cc1 (stereo unspecified)
    47	-53
- CCOC(=O)N1CCN(Cc2nnc(-c3ccccc3Cl)o2)CC1
    0	-3
- O=C(CN1C(=O)NC2(CCc3ccccc32)C1=O)Nc1cc(C(F)(F)F)ccc1N1CCOCC1 (stereo unspecified)
    5	-16
- N#CC1=C2SCN(Cc3ccccc3)CN2C(=O)CC1c1cccs1 (stereo unspecified)
    2	-13
- Cc1ccc(CNC(=O)CN(c2ccc(C)cc2)S(=O)(=O)c2c(C)n[nH]c2C)cc1
    17	-33
- NC(=O)c1ccc(Nc2ccc([N+](=O)[O-])cc2[N+](=O)[O-])cc1
    107*	-4

# Every second line gives: OX1R antag-1	OX1R antag-2
- Cn1c(C(=O)N(Cc2ccccc2)Cc2cccs2)cc2sccc21
    17	-36
- O=C1COc2ccc(S(=O)(=O)N3CCN(c4ccccc4)CC3)cc2N1
    5	-14
- C=CCn1c(SCC(=O)c2ccc(O)c(O)c2)nnc1-c1cccc(OC)c1
    5	-20
- Cc1ccccc1-c1cc(C(=O)NCc2cccs2)n(CC2CC(c3cccnc3)=NO2)n1 (stereo unspecified)
    10	-11
- Cc1ccc(-c2n[nH]c(Cc3ccccc3)n2)cc1
    4	8
- O=C(O)c1ccc(NS(=O)(=O)c2cccc(C(=O)Nc3ccc([N+](=O)[O-])cc3)c2)cc1
    8	-3
- CCOC(=O)c1c(-c2ccc(C)cc2)cn2ccccc12
    26	-18
- COc1ccccc1NC(=O)CSc1nncn1-c1ccccc1
    15	-6
- COc1ccc(-c2ccc3c(c2)S(=O)(=O)c2cccc(C(=O)NC[C@@H]4CCCO4)c2C3=O)cc1OC
    37*	9
- COc1ccc(S(=O)(=O)Nc2ccccn2)cc1OC
    22	3
- CCn1cnc2c1c(=O)n(Cc1csc(-c3ccccc3)n1)c(=O)n2Cc1ccccc1
    16	-6
- Cn1ccc(NS(=O)(=O)c2cc(Br)ccc2Br)n1
    12	-4
- O=S(=O)(c1ccccc1)c1cnc(-c2cccnc2)nc1-c1ccc(Cl)c(Cl)c1
    17	3
- C[C@@H](NC(=O)[C@@H]1Cc2ccccc2CN1)C(=O)NCc1ccco1
    10	-21
- O=C(Cc1ccccc1)NCC(=O)Nc1ccc(OC(F)(F)F)cc1
    3	1
- Nc1ccn([C@@H]2O[C@H](CO)[C@@H](O)[C@@H]2O)c(=O)n1
    6	0
- N#Cc1ccc(Cl)cc1NC(=O)CNCc1cccs1
    4	-87
- COC(=O)c1cc(NC(=O)CSc2nncn2C)cc(C(=O)OC)c1
    12	-9
- CC1CC(=O)Nc2ccccc2N1S(=O)(=O)c1ccc(C(F)(F)F)cc1 (stereo unspecified)
    5	-13
- COc1ccc(C(=O)NCc2cn3c(C)csc3n2)cc1OC
    1	-29
- COc1ccc(OC)c(N(CC(=O)Nc2ccc(NC(C)=O)cc2)S(C)(=O)=O)c1
    6	-7
- Clc1ccc(-c2cn3ccccc3n2)cc1
    7	-17
- CCn1c(SCC(=O)Nc2ccccc2C(=O)OC)nnc1-c1ccoc1C
    13	-21
- COc1ccc2c(c1)CCCC21NC(=O)N(CC(N)=O)C1=O (stereo unspecified)
    16	-13
- Cc1nc2sc(C(c3ccco3)N3CCN(c4ccccc4)CC3)c(O)n2n1 (stereo unspecified)
    11	-4
- Cc1ccc(NC(=O)CS(=O)(=O)c2cn(C)c3ccccc23)c(C)c1
    9	-24
- CC(=O)c1ccc(NC(=O)CN2CCN(c3ccccc3)CC2)cc1
    13	-31
- Cc1cccc(OCC(=O)Nc2nnc(S(=O)(=O)N3CCCCC3)s2)c1
    14	-20
- CC1CCCN(C(=O)COC(=O)Cc2ccc(Cl)cc2)C1 (stereo unspecified)
    -18	-13
